# HGIII-sPLA2 inh: human group III sPLA2 inhibitors, primary screen, biochemical, QFRET, BODIPY PC-A2 liposome substrate; QFRET BODIPY PC-A2 liposome hydrolysis, fluorescence; inhibition, % at 12.2 µM; 0.56% of 370,000 active;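 active = inhibition above mean plus 3 SD of compounds lying within the high and low control bounds, cut at about 19% in these data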;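 also: 0% = median of test compound wells and 100% = no enzyme DMSO wells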
# Target sequence (Q9NZ20 whole entry, looked up): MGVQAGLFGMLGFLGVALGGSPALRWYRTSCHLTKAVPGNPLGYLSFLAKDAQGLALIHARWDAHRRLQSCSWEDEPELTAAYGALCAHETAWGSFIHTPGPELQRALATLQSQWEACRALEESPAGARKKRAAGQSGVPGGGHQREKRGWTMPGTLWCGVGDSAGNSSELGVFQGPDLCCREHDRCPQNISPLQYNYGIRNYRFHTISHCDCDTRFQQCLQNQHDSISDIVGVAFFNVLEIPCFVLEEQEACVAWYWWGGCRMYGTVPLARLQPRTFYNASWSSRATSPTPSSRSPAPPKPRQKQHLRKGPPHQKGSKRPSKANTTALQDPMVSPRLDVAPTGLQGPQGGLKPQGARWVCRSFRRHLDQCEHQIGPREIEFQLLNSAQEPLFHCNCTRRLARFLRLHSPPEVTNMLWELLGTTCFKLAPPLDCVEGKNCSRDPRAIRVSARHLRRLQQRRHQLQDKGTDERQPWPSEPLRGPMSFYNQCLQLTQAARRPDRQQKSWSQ
# ssDAF12 agonist: S. stercoralis DAF-12 nuclear receptor activators, primary screen, cell-based, luminescence, HEK293, GRIP1 co-expression, lit1-tk-luc; Nuclear hormone receptor DAF-12 (Strongyloides stercoralis); HEK293 ssDAF-12/GRIP1 lit1-tk-luc reporter; % of 3 µM dafachronic acid response; activation, % at 6.8 µM; 1% of 370,000 active; AID 652126, 2013;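 active = activation above the mean over all tested compounds plus 3 SD, cut at about 0.9% in these data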;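 also: 0% = DMSO-only wells and 100% = 3 µM delta7-dafachronic acid wells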
# SMARCA2 activ: SMARCA2 (BRM) function activators, primary screen, cell-based, luminescence, high throughput; MG213 cells, MMTV-luciferase reporter, dexamethasone, overnight; activation, % at 9.1 µM; 1% of 370,000 active; AID 652017, 2013; in the data active = activation above about 7.8%;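 also: 0% = vehicle wells and 100% = reference activator wells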
# hcDAF12 agonist: H. contortus DAF-12 nuclear receptor activators, primary screen, cell-based, luminescence, HEK293, lit1-tk-luc reporter | activation, % at 6.8 µM | 1.4% of 370,000 active | HEK293 hcDAF-12 lit1-tk-luc reporter; 0% DMSO, 100% Δ7-dafachronic acid;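 active = activation above the mean of all tested compounds plus 3 SD, cut at about 5.5% in these data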;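 also: 100% = response to 3 µM Δ7-dafachronic acid high control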
# DAX1 inh-1: DAX1 (NR0B1) inhibitors, primary screen, cell-based, HEK293, Gal4-DAX1, luciferase luminescence; Nuclear receptor subfamily 0 group B member 1 (Homo sapiens), P51843; HEK293 Gal4-DAX1 luciferase reporter; inhibition, % at 6.75 µM; 0.99% of 340,000 active; AID 504766, 2011;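 active = inhibition above the mean over all tested compounds plus 3 SD, cut at about 4.2% in these data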;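 also: 0% = DAX1-transfected cells with DMSO and 100% = empty-vector control cells with DMSO; inhibition shows as a rise in luminescence from relieved DAX1 repression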
# Target sequence (P51843 207-470 limits assumed): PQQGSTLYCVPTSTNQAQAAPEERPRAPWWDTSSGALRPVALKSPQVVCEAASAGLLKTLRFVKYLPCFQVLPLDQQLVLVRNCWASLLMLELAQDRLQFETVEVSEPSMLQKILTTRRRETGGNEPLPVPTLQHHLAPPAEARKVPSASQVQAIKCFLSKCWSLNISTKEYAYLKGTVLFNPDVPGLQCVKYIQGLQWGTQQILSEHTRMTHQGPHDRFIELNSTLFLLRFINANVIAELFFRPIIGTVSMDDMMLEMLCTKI
# GC-B act: human GC-B receptor activators, primary screen, HEK293 GC-B cells, cGMP TR-FRET, EC30 CNP; 0% at EC30 CNP, 100% saturating CNP; activation, % at 10 µM; 0.11% of 370,000 active; Atrial natriuretic peptide receptor 2 (Homo sapiens), P20594; AID 1920062, 2024;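 active = activation at 10 µM reaching about 35% in either raw or pattern-adjusted values, limit read from the data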
# GC-A act: GC-A stimulated cGMP production enhancers – HEK293 GC-A cells, cGMP TR-FRET, EC30 ANP, primary screen | Atrial natriuretic peptide receptor 1 (Homo sapiens), P16066 | 0% at EC30 ANP, 100% saturating ANP | activation, % at 10 µM | 0.14% of 370,000 active | AID 1671463, 2021; in the data active = activation above about 40%
# GAA850 FXN act: FXN promoter activators, primary screen, cell-based, luciferase luminescence, HEK293 lucGAA850; HEK293 lucGAA850 FXN promoter luciferase reporter, 24 h; percent of 10 µM SAHA response; AID 540364, 2011; 0.56% of 360,000 active; activation, % at 6 µM;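 active = activation above the average of all compounds screened plus 3 SD, cutoff fixed separately per campaign, cut at about 7.5% in these data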;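 also: 0% = DMSO wells and 100% = 10 µM SAHA wells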
# hgDAF12 agonist: H. glycines DAF-12 receptor agonists, primary screen, cell-based, luminescence, HEK293, GAL4 fusion, UAS-luciferase. Nuclear hormone receptor DAF-12 (Heterodera glycines), GAL4 fusion. HEK293 GAL4-hgDAF12 UAS-luciferase reporter, agonist luminescence; normalized to butyrate control. activation, % at 6.8 µM. 1.8% of 370,000 active. AID 687014, 2013;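 active = activation above a cutoff set at the mean of all screened compounds plus 3 SD, cut at about 10% in these data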;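 also: 0% = DMSO wells and 100% = sodium butyrate wells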
# DAX1 inh-2: DAX1 (NR0B1) inhibitors on StAR promoter, primary screen, cell-based, luminescence, SF-1 (NR5A1), full-length DAX-1. HEK293T StAR-luciferase reporter, SF-1/DAX-1 repression relief. inhibition, % at 6.8 µM. 1.1% of 370,000 active. AID 652010, 2013;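 active = inhibition above the mean over all tested compounds plus 3 SD, cut at about 3.6% in these data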;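 also: 0% = DAX-1 cells with DMSO and 100% = cells lacking DAX-1 with DMSO; higher inhibition means more luminescence from relief of DAX-1 repression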
# KLK7 zymogen act: proKLK7 zymogen activators, primary screen, biochemical, fluorescence intensity; purified proKLK7, EDANS-DABCYL substrate fluorescence; 100% is mature enzyme control, 0% vehicle; activation, % at 7 µM; 0.9% of 370,000 active; AID 652039, 2013;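 active = activation above the mean of all tested compounds plus 3 SD, computed per campaign excluding outliers beyond control limits, cut at about 13% in these data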
# Target sequence (P49862 whole entry, looked up): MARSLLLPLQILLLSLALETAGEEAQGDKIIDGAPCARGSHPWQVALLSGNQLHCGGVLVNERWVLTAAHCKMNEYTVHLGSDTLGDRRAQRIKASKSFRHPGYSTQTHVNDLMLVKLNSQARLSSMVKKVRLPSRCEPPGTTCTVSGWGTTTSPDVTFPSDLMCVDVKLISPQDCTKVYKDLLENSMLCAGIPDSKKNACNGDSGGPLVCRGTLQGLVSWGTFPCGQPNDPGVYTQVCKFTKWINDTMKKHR
# The depositor's hits bear a star; . = not tested or not shown. Random draw from the library; any-hit rate near 6.7%.
1) O=C(NCCN1CCOCC1)c1ccc2c(c1)N(Cc1ccc(F)cc1)C(=O)c1ccccc1S2(=O)=O
2) COc1ccc(C(=O)N/N=C/c2ccccc2OC(=O)c2ccccc2)cc1
3) Cn1c(=O)[nH]c(=O)c2c1nc(SCC(O)CO)n2Cc1ccccc1Cl (stereo not given)
4) O=C(Cn1cc(C(=O)C(F)(F)F)c2ccccc21)Nc1ccccc1F
5) COc1cccc(CNC(=O)CC(NC(C)=O)c2ccccc2)c1 (stereo not given)
6) O=C(CSc1nnnn1-c1ccc(F)cc1)NNC(=O)c1ccco1
7) S=c1[nH]nc(-c2ccc(Br)cc2)n1Cc1ccco1
8) CCN(c1ccc(NS(=O)(=O)c2cc(Cl)ccc2Cl)cc1)C(C)C

entry no.	1	2	3	4	5	6	7	8
HGIII-sPLA2 inh	-5	-5	11	-2	1	4	6	0
ssDAF12 agonist	-1.3	0.0	-0.9	-1.3	-1.4	-0.8	-1.6	-2.1
SMARCA2 activ	2	4	-2	1	-1	6	0	-2
hcDAF12 agonist	-1.9	0.7	-0.9	-0.8	-1.1	-1.5	-0.5	-4.6
DAX1 inh-1	0.9	2.0	-0.5	-1.0	0.7	1.2	0.4	-0.3
GC-B act	3	2	8	0	-3	4	-5	0
GC-A act	-4	1	5	2	2	-2	-1	2
GAA850 FXN act	-0.5	5.7	2.6	1.8	-1.5	0.9	0.5	1.3
hgDAF12 agonist	0.2	3.6	-1.9	2.9	-0.6	0.2	-1.5	-6.0
DAX1 inh-2	0.1	0.1	-0.3	-0.5	-0.5	0.4	0.7	-0.5
KLK7 zymogen act	0.8	0.8	0.2	0.0	0.7	0.4	-0.1	0.2

# A different layout for part of the listing above.
5) COc1cccc(CNC(=O)CC(NC(C)=O)c2ccccc2)c1 (stereo not given)
  HGIII-sPLA2 inh = 1
  ssDAF12 agonist = -1.4
  SMARCA2 activ = -1
  hcDAF12 agonist = -1.1
  DAX1 inh-1 = 0.7
  GC-B act = -3
  GC-A act = 2
  GAA850 FXN act = -1.5
  hgDAF12 agonist = -0.6
  DAX1 inh-2 = -0.5
  KLK7 zymogen act = 0.7
6) O=C(CSc1nnnn1-c1ccc(F)cc1)NNC(=O)c1ccco1
  HGIII-sPLA2 inh = 4
  ssDAF12 agonist = -0.8
  SMARCA2 activ = 6
  hcDAF12 agonist = -1.5
  DAX1 inh-1 = 1.2
  GC-B act = 4
  GC-A act = -2
  GAA850 FXN act = 0.9
  hgDAF12 agonist = 0.2
  DAX1 inh-2 = 0.4
  KLK7 zymogen act = 0.4
7) S=c1[nH]nc(-c2ccc(Br)cc2)n1Cc1ccco1
  HGIII-sPLA2 inh = 6
  ssDAF12 agonist = -1.6
  SMARCA2 activ = 0
  hcDAF12 agonist = -0.5
  DAX1 inh-1 = 0.4
  GC-B act = -5
  GC-A act = -1
  GAA850 FXN act = 0.5
  hgDAF12 agonist = -1.5
  DAX1 inh-2 = 0.7
  KLK7 zymogen act = -0.1
8) CCN(c1ccc(NS(=O)(=O)c2cc(Cl)ccc2Cl)cc1)C(C)C
  HGIII-sPLA2 inh = 0
  ssDAF12 agonist = -2.1
  SMARCA2 activ = -2
  hcDAF12 agonist = -4.6
  DAX1 inh-1 = -0.3
  GC-B act = 0
  GC-A act = 2
  GAA850 FXN act = 1.3
  hgDAF12 agonist = -6.0
  DAX1 inh-2 = -0.5
  KLK7 zymogen act = 0.2

# More results follow.
9) COc1ccc(CNC(=O)c2cc(=O)c3ccc(C)c(C)c3o2)cc1
10) CC[C@]12c3[nH]c4ccccc4c3CCN1C(=O)C(CC(=O)NCCCOC)C[C@@H]2C(=O)N1CCN(C(=O)C2CC2)CC1 (stereo not given in full)
11) Cc1ccc(C(=O)CNc2ccc(C)cc2C)cc1
12) O=C(Nn1cnc2ccccc2c1=O)c1ccc(Br)cc1
13) CCOc1ccccc1Oc1ccc(C(F)(F)F)cn1
14) COCCNC(=O)CN(c1ccc(OC)c(OC)c1)S(=O)(=O)c1ccc(C)cc1
15) COc1ccc(CCNC(=O)COC(=O)c2cnc(Cl)c(Cl)c2)cc1
16) COc1ccc(OC)c(NC(=O)c2cc(S(=O)(=O)NCc3ccco3)ccc2F)c1

entry no.	9	10	11	12	13	14	15	16
HGIII-sPLA2 inh	-1	4	0	0	0	0	5	-27
ssDAF12 agonist	-1.2	-1.1	-1.1	-1.2	-1.5	-1.1	-0.7	-2.2
SMARCA2 activ	-2	-2	2	-1	2	-1	1	-2
hcDAF12 agonist	-2.6	-1.8	0.2	0.0	-1.2	-1.4	0.1	-1.9
DAX1 inh-1	-0.9	0.4	-2.6	0.5	0.0	0.2	0.0	-0.2
GC-B act	5	-2	1	1	-5	0	-10	-4
GC-A act	2	3	5	2	0	3	-18	-1
GAA850 FXN act	1.2	-0.4	-0.4	1.8	-2.5	-0.4	0.2	0.6
hgDAF12 agonist	-0.7	-3.0	-2.5	0.3	-0.4	-0.8	1.6	-2.1
DAX1 inh-2	-0.5	1.7	-0.6	0.2	-0.5	-0.7	-0.3	-0.5
KLK7 zymogen act	0.1	0.4	-0.3	0.3	-0.2	0.3	0.0	13*

17) NC(=NC(=O)c1ccc(Cl)cc1)N1N=CCC1c1ccccc1 (stereo not given)
18) CN1CC(c2ccc(Cl)c(Cl)c2)[C@@]2(COc3ccccc3C2=O)[C@@]12C(=O)Nc1ccccc12 (stereo not given in full)
19) O=C(CN1CCN(Cc2ccccc2)CC1)N/N=C/c1cccnc1
20) Brc1ccc(Nc2ncnc3[nH]ncc23)cc1
21) CC1CCCC(C)N1/N=C/c1ccc(Cl)cc1 (stereo not given)
22) O=C(c1ccoc1)N1CCN(c2cc(-c3ccncc3)nc3cc(-c4cccc(Cl)c4)nn23)CC1
23) O=C(O)CCc1n[nH]c(=S)[nH]c1=O
24) O=S(=O)(NC1CCCC1)c1ccc(-n2cnnn2)cc1

entry no.	17	18	19	20	21	22	23	24
HGIII-sPLA2 inh	-15	0	0	-13	0	-9	5	0
ssDAF12 agonist	-1.4	-0.7	-1.6	-0.6	-1.1	-1.2	-0.8	-1.0
SMARCA2 activ	0	3	-2	-1	3	-6	-3	-3
hcDAF12 agonist	-1.0	1.0	0.1	1.0	-1.1	-2.9	-1.0	-1.7
DAX1 inh-1	-1.2	2.8	2.0	.	0.2	0.4	0.4	0.1
GC-B act	-20	-11	-3	-12	-3	-3	1	-1
GC-A act	-40	-3	2	-4	-3	0	0	4
GAA850 FXN act	-1.1	-1.1	-2.0	1.2	-0.1	-2.0	-1.4	4.1
hgDAF12 agonist	-5.0	-0.4	0.3	2.1	-1.0	-2.0	-1.9	-0.6
DAX1 inh-2	-0.1	0.2	0.4	0.0	-0.3	-2.5	-0.7	0.1
KLK7 zymogen act	0.2	-0.8	-0.6	-0.1	-0.9	-6.5	0.1	-0.8

25) O=C(O)c1cccc2c1C(=O)c1ccccc1C2=O
26) COc1ccc2c(=O)c(-c3ccc(OC)c(OC)c3)coc2c1
27) Cc1c(C(=O)N/N=C/c2ccc(O)cc2)sc(=S)n1C
28) CCOC(=O)c1c(N)nn(C(=O)C(C)(C)C)c1-c1ccccc1
29) CC(C)c1ccc(NC(=O)C2CC(=O)Nc3nc4ccccc4n32)cc1 (stereo not given)
30) CCOc1ccc(NC(=O)CSc2nnc(-c3ccoc3C)n2CC2CCCO2)cc1 (stereo not given)
31) O=C(CSCc1ccccc1Cl)NN1C(=O)c2ccccc2C1=O
32) O=C(Nc1nnc(SCc2ccccc2Cl)s1)c1cccc([N+](=O)[O-])c1

entry no.	25	26	27	28	29	30	31	32
HGIII-sPLA2 inh	3	1	6	0	-3	-5	0	2
ssDAF12 agonist	-1.0	-0.8	-1.8	-1.1	-1.5	-1.1	-0.6	-2.0
SMARCA2 activ	-3	7	-2	-4	-1	-4	1	-3
hcDAF12 agonist	-1.1	0.5	-2.6	1.7	-1.5	-0.8	-0.6	-1.0
DAX1 inh-1	-0.6	2.8	0.4	0.1	0.2	2.3	-0.2	-0.7
GC-B act	0	-4	4	-8	6	1	4	1
GC-A act	1	1	10	0	1	-2	1	3
GAA850 FXN act	-1.5	4.1	1.3	-1.6	0.9	-2.2	2.6	0.9
hgDAF12 agonist	1.4	6.5	-0.5	-2.3	-1.9	-0.6	3.9	-1.1
DAX1 inh-2	-0.5	2.9	-0.9	0.5	-0.2	-1.1	0.2	-0.1
KLK7 zymogen act	-0.4	0.5	0.2	-0.2	0.2	-0.3	0.2	0.1

33) COc1ccc([N+](=O)[O-])cc1NS(=O)(=O)c1ccc(C)cc1
34) Fc1ccc(-c2n[nH]c(=S)n2/N=C/c2c[nH]c3ccccc23)cc1
35) CCN(CC)CCC(=O)N1c2ccccc2Sc2ccc(Cl)cc21
36) COc1ccc(/C=N/Nc2cc(C)nc(-n3nc(C)cc3C)n2)c(OC)c1

entry no.	33	34	35	36
HGIII-sPLA2 inh	1	-19	-2	-12
ssDAF12 agonist	-0.9	-1.4	-1.7	-1.3
SMARCA2 activ	-2	-3	-3	-4
hcDAF12 agonist	2.8	-1.1	-1.0	-5.6
DAX1 inh-1	0.1	-1.1	0.1	-3.2
GC-B act	-3	-3	-19	-5
GC-A act	7	-6	-30	16
GAA850 FXN act	2.1	2.0	-1.9	1.0
hgDAF12 agonist	-1.9	-1.7	-5.2	-5.2
DAX1 inh-2	-0.2	0.3	-0.6	-1.1
KLK7 zymogen act	-0.1	-0.3	-0.4	-14

# Screens deposited in PubChem by several laboratories.
